# Source: PubChem (National Center for Advancing Translational Sciences (NCATS))
# MCF10A rerep: A quantitative high throughput screen for small molecules that induce DNA re-replication in MCF 10a normal breast cells | Potency, µM (titrated, usually from 46.1 µM), inactives show top-dose activity, positive = re-replication, most hits filed as activators | actives 2.9% (n = 350,000) | MCF 10A DNA re-replication, Hoechst nuclear intensity, 48 h; also: potency is read from the fitted curve at half-maximal effect; % of control where 0% means no effect; nearly all actives have a fitted effect of over 50% in size
# ATXN2 expr inh: Primary qHTS for Inhibitors of ATXN expression; HEK-293 ATXN2-luciferase reporter, luminescence, 24 h; Potency, µM (highest dose often 57 µM), for the others: at the highest dose activity change, negative = inhibition, most hits filed as inhibitors; actives 0.72% (n = 360,000); AID 1745845, 2022; also: potency is read from the fitted curve at half-maximal effect; % is scaled to controls: 0 for no effect and ±100 for the full control effect; nearly all actives have a fitted effect of over 55% in size
#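 ATXN2-luciferase reporter cells (luciferase flanked by upstream and downstream ATXN2 gene portions) were treated 24 h at 37 °C with compounds at up to 57 uM. SteadyGlo luminescence gave expression; GF-AFC fluorescence gave viability.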
# SW480 rereplic: A quantitative high throughput screen for small molecules that induce DNA re-replication in SW480 colon adenocarcinoma cells; SW480 DNA re-replication, Hoechst DNA content imaging, 48 h; Potency, µM (titrated, usually from 46.1 µM), without a hit: top-dose re-replication activation, most hits filed as activators; actives 1.8% (n = 340,000); AID 624297, 2012; also: potency is read from the fitted curve at half-maximal effect; % of control where 0% means no effect; nearly all actives have a fitted effect of over 55% in size
#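 Compounds, transferred as 23 nL by pin tool, were incubated with cells for 48 hr; DNA content per nucleus was then quantified by Hoechst staining and fluorescence plate imaging.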
# IL-1B inflam inh: qHTS for Inhibitors of Inflammasome Signaling: IL-1-beta AlphaLISA Primary Screen | activity change, % at 57.5 µM | actives 4.7% (n = 360,000) | AID 743279, 2014 | THP-1 LPS/ATP IL-1B secretion, AlphaLISA, 16 h; stronger effect = lower value; in the data active = activity change below about -50%; inconclusive = mostly about -30% to -49%; also: % is scaled to controls: 0 for no effect and ±100 for the full control effect
#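 THP-1 cells pretreated 1 hr with compounds (up to 57.5 uM final), then stimulated with LPS (250 ng/mL final) plus ATP (1.25 mM final); secreted IL-1B measured by AlphaLISA after 16 hr, decreased signal indicating inhibition.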
# HepG2 viability: qHTS for Inhibitors of TGF-b: Cytotox Counterscreen. Potency, µM (highest dose often 46.1 µM), for the others: at the highest dose activity change, negative = cytotoxicity, usual class: cytotoxic. HepG2 CAGA-GFP viability, ATP luminescence, 18 h. actives 0.76% (n = 410,000). AID 588856, 2011; also: potency is read from the fitted curve at half-maximal effect; some results filed as inactive show a strong effect at the top dose
#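 HepG2 CAGA-GFP cells (1000/well, DMEM with 1% FBS) received compound, then TGF-beta at 500 pg/mL final, and were incubated 18 hours at 37 degrees C. Viability was read by CellTiter-Glo luminescence. Media-only wells were set as complete cell-killing and DMSO as no toxicity.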
# S2 tox: Viability Counterscreen for Primary qHTS for Inhibitors of ATXN expression | S2 cells (HEK-293 line with an ATXN2-luciferase reporter) viability, CellTiter-Fluor protease fluorescence, 24 h | actives 0.49% (n = 400,000) | Potency, µM (top dose mostly 56.7 µM), usual class: cytotoxic; also: potency is read from the fitted curve at half-maximal effect; nearly all actives have a fitted effect of over 40% in size
# HT1080 IDH1KD tx: qHTS for induction of synthetic lethality in tumor cells producing 2HG: qHTS for the HT-1080-IDH1KD cell line. AID 686971, 2013. actives 2% (n = 360,000). HT-1080 IDH1 knockdown viability, ATP luminescence, 48 h. Potency, µM (top dose mostly 46.1 µM), without a hit: top-dose activity, negative = toxicity, actives largely listed as cytotoxic;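 also: potency is read from the fitted curve at half-maximal effect; 0% = DMSO wells and -100% = cell-free medium wells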
#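 Cytotoxicity counter-line: IDH1KD HT-1080, 48 h, CellTiter-Glo. Curves classed by r2, magnitude and activity.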
# HT1080NT lethal: qHTS for induction of synthetic lethality in tumor cells producing 2HG: qHTS for the HT-1080-NT fibrosarcoma cell line. HT-1080-NT fibrosarcoma viability, CellTiter-Glo ATP luminescence, 48 h. Potency, µM (top dose mostly 46.1 µM), inactives show top-dose activity, negative = less viability, most hits filed as cytotoxic. actives 1.6% (n = 360,000). AID 686970, 2013;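 also: NT is the 2HG producing partner of a matched IDH1 knockdown line; potency is read from the fitted curve at half-maximal effect; 0% = DMSO-treated cells and -100% = media-only wells without cells; nearly all actives have a fitted effect of over 55% in size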
#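 HT-1080-NT fibrosarcoma cells (2HG-overproducing), 750 cells/well in RPMI with 5% FBS, dosed after 2 h and incubated 48 h at 37C. CellTiter-Glo luminescence normalized to DMSO and no-cell wells; concentration-response curves fitted and classed.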
# KB-3-1 cytotox: qHTS assay for MDR1-selective chemotherapeutics: Primary screen using the parental adenocarcinoma cell KB-3-1; KB-3-1 viability, CellTiter-Glo ATP luminescence, 72 h; actives 1.4% (n = 400,000); Potency, µM (doses to about 46.1 µM), for the others: at the top dose activity change, negative = cytotoxic, usual class: cytotoxic; also: potency is read from the fitted curve at half-maximal effect; % is scaled to controls: 0 for no effect and ±100 for the full control effect; nearly all actives have a fitted effect of over 60% in size
#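 Multi-concentration cytotoxicity screen in KB-3-1 cells grown in DMEM lacking phenol red with 10% FBS. After 72 h at 37 °C with compound, ATP-dependent luminescence was recorded.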
# * marks the source's active call; other numbers are inactive results; i = inactive; ? = inconclusive; · = not tested or not shown; [ ] = remark or other dose. Unless noted, calls follow the shape of the dose curve; as a rule, active = well fitted curve in the direction sought with a large enough effect; inconclusive = small, poorly fitted or top-dose-only effect, or another doubt; inactive = no such curve, though single readings can be large; an effect the other way counts as inactive or inconclusive.
SMILES,MCF10A rerep,ATXN2 expr inh,SW480 rereplic,IL-1B inflam inh,HepG2 viability,S2 tox,HT1080 IDH1KD tx,HT1080NT lethal,KB-3-1 cytotox
CCOc1ccccc1C1C(C#N)=C(N)Oc2cc(C)n(Cc3ccccn3)c(=O)c21 (stereo unspecified),8.7%,-1.6%,-6.9%,-6.1,1.5%,i,10.7%,14.7%,1.5%
COc1ccccc1CNS(=O)(=O)c1ccc(NC(C)=O)cc1,3.1%,4.7%,-6.2%,23.0,0.0%,i,-20.2%,-4.5%,0.2%
COc1ccc(-c2nn(C)c3sc(C(=O)N4CCOCC4)cc23)cc1OC,4.5%,-6.1%,-3.6%,-19.9,-15.4%,i,-0.5%,2.0%,-5.9%
Cc1cc(NS(=O)(=O)c2ccc(NC(=S)NC(=O)c3ccccc3)cc2)no1,7.8%,3.8%,?,59.9,-2.6%,i,-3.7%,-0.3%,-21.5%
COc1ccc(-c2nc(CS(=O)CC(=O)NC3CCCCC3)c(C)o2)cc1OC (stereo unspecified),0.0%,-0.8%,-22.1%,0.0,-2.7%,i,-2.5%,0.2%,-6.9%
CC(C)C(C)NC(=O)COC(=O)c1cccc(C(=O)OCC(=O)NC(C)C(C)C)n1 (stereo unspecified),13.0%,·,2.5%,45.4,2.9%,?,2.9%,5.8%,7.5%
COC(=O)[C@@H](NC(=O)N1CCN(C(=O)C2COc3ccccc3O2)CC1)C(C)C (stereo partly specified),1.9%,-10.8%,2.9%,71.5,8.3%,i,2.6%,4.1%,4.7%
O=C1C(=O)N(c2ccccn2)C(c2ccc(Br)cc2)/C1=C(/O)c1ccc(Br)cc1 (stereo unspecified),15.6%,·,4.6%,19.9,-17.4%,?,3.1%,-27.0%,1.5%
COc1ccc(-c2cn3nc(SCC(=O)NCC4CCCO4)ccc3n2)cc1 (stereo unspecified),?,·,4.8%,-2.1,-37.1%,·,-12.3%,-5.7%,-12.1%
CCOC(=O)C1(Cc2cccc(OC)c2)CCCN(S(=O)(=O)CC)C1 (stereo unspecified),-3.1%,·,1.0%,-9.2,-3.3%,i,-0.6%,5.9%,1.2%

# Quoted from the listing:
# Reading of COc1ccc(-c2nc(CS(=O)CC(=O)NC3CCCCC3)c(C)o2)cc1OC (stereo unspecified) in MCF10A rerep: 0.0%
# Reading of Cc1cc(NS(=O)(=O)c2ccc(NC(=S)NC(=O)c3ccccc3)cc2)no1 in HT1080 IDH1KD tx: -3.7%
# Reading of COc1ccccc1CNS(=O)(=O)c1ccc(NC(C)=O)cc1 in HepG2 viability: 0.0%
# Reading of COC(=O)[C@@H](NC(=O)N1CCN(C(=O)C2COc3ccccc3O2)CC1)C(C)C (stereo partly specified) in HT1080 IDH1KD tx: 2.6%

# The list continues.
SMILES,MCF10A rerep,ATXN2 expr inh,SW480 rereplic,IL-1B inflam inh,HepG2 viability,S2 tox,HT1080 IDH1KD tx,HT1080NT lethal,KB-3-1 cytotox
COc1ccc(-c2cc(C(=O)Nc3ccc(C(N)=O)cc3)c3ccccc3n2)cc1,?,46.9%[activator],-1.8%,·,-13.4%,?,?,?,-1.3%
O=C(CCCN1C(=O)/C(=C/c2ccccc2)SC1=S)NCCCn1ccnc1,?,-18.4%,-4.1%,-24.1,4.4%,?,-6.6%,-5.1%,?
O=C(COc1ccc2ccccc2c1)NNC(=O)[C@@H]1CCCC[C@@H]1C(=O)O,-0.3%,8.1%,-4.0%,13.1,0.0%,?,19.2%,3.4%,-3.3%
COc1ccc(Oc2ccccc2C#N)cc1,-3.2%,-12.4%[11.3 µM],-1.2%,-7.7,0.4%,i,3.3%,7.8%,14.5%
COc1ccc(COC(=O)NNC(=O)c2ccccc2Cl)cc1,?,6.6%,-1.3%[9.22 µM],-2.4,-7.5%,i,0.8%,2.1%,0.0%
O=C(Cc1n[nH]c(=O)c2ccccc12)N1CCN(S(=O)(=O)c2ccc(F)c(Cl)c2)CC1,-21.4%,-0.9%,-16.6%,-3.2,-8.8%,i,0.2%,-20.1%,0.0%
CC1CCC/C(=N/Nc2ccc([N+](=O)[O-])cc2[N+](=O)[O-])C1 (stereo unspecified),-6.8%,0.0%,-5.6%,-18.1,-17.7%,i,-13.5%,-8.0%,0.0%
Cc1cccc(C)c1NC(=S)NC(=O)c1ccc(Br)o1,3.7%,-12.5%,-5.9%,13.7,-17.6%,i,-7.9%,-9.5%,4.3%
Cc1cccc(CN2CCCC(C(=O)N3CCc4ccccc4C3)C2)c1 (stereo unspecified),0.9%,·,-0.9%,-15.4,-4.5%,·,9.6%,19.0%,1.9%
O=C(NC(=S)Nc1ccc(S(=O)(=O)N2CCCCC2)cc1)c1cccs1,6.8%,-15.7%,12.5%,0.0,-12.9%,i,-5.1%,-7.7%,?
Cc1ccc2nc(CN(C)C(=O)[C@H]3O[C@@H](n4ccc(N)nc4=O)[C@H](O)[C@@H]3O)[nH]c2c1,·,-5.7%,·,-4.3,-1.1%,i,14.4%,17.5%,0.1%
COc1ccccc1NC(=O)CSc1nnc(-c2ccoc2C)n1CCc1ccccc1,-2.4%,-0.6%,-1.7%,-3.3,-24.0%,i,1.0%,-2.5%,2.8%
C[C@@H]1CCCCO[C@H](CN(C)S(=O)(=O)c2cccs2)[C@@H](C)CN([C@H](C)CO)C(=O)c2cc(NC(=O)C3CCCCC3)ccc2O1,·,-8.3%,·,-3.9,-1.5%,i,-0.1%,-1.0%,-6.0%
COc1cccc(N2CCN(C(=O)CNC(=O)c3sc4ccccc4c3Cl)CC2)c1,29.6%,4.3%,14.6%,-7.8,-4.9%,i,-0.8%,-11.8%,10.5%
CN(C(=O)COc1ccc(C(C)(C)C)cc1)C1CCS(=O)(=O)C1 (stereo unspecified),6.3%,-7.8%,5.4%,34.6,-1.8%,i,-11.1%,3.4%,4.0%
CCN(CC)CCN1C(=O)c2oc3ccccc3c(=O)c2C1c1ccc(C)cc1 (stereo unspecified),?,-6.3%,1.2%[9.22 µM],-18.6,-3.3%,i,-1.2%,-15.5%,0.0%
COc1ccccc1CNC(=O)C[C@@H]1C[C@H]2c3cc(NC(=O)c4ccc5c(c4)OCO5)ccc3O[C@H]2[C@@H](CO)O1,·,-2.7%,·,-5.0,-2.1%,i,-5.3%,-8.6%,0.4%
CN1CCc2c(OCC(=O)N3CCC(Cc4ccccc4)CC3)cccc2C1=O,18.9%,-26.0%,-1.5%,?,-52.3%,i,-25.9%,-25.6%,18.4µM*
Cc1ccc(S(=O)(=O)CCC(=O)N(Cc2nnc(-c3ccc(Cl)cc3)o2)C2CC2)cc1,-3.8%,·,-1.2%,-17.5,2.4%,?,-1.3%,-3.5%,-13.4%
NC(=O)c1oc2ccccc2c1NC(=O)c1ccco1,1.5%,-16.1%,12.9%,-9.2,1.4%,i,?,-26.9%,3.8%
Cc1c(Cl)cccc1NC(=O)NNC(=O)CCc1ccccc1,-11.0%,0.0%,-7.9%,-11.9,-1.1%,i,-3.0%,0.2%,1.4%
Cn1c(=O)[nH]c(=O)c2c1nc(CN1CCN(Cc3ccccc3)CC1)n2CC(N)=O,15.3%,2.1%,0.9%,-0.5,-0.1%,i,13.3%,-1.6%,-6.2%
COc1ccc(C(=O)CC(=O)C(=O)Nc2ccc([N+](=O)[O-])cc2C)cc1,0.6%,-13.9%,-1.9%,-1.9,-0.7%,i,0.8%,-5.1%,0.0%
COc1c(F)cccc1C1=CC(=O)C[C@H](c2ccc(F)cc2)C1,·,12.9%,·,-29.7,-16.0%,i,6.6%,2.4%,8.1%
COc1ccc(-c2c(C#N)c(N)nc(Sc3ccc(Cl)cc3)c2C#N)cc1,?,-30.1%,?,·,2.1%,i,-2.7%,-5.7%,4.0%
COc1cccc(NC(=O)C(=O)NCCC2CCCCN2S(=O)(=O)c2cccs2)c1 (stereo unspecified),10.1%,39.8%[activator],6.5%,-9.0,-7.9%,i,-15.4%,-3.7%,-2.4%
COc1ccccc1NC(=O)CCNS(=O)(=O)c1ccc2c(c1)CCN2C(C)=O,0.4%,6.3%,-22.7%,4.3,14.7%,i,18.5%,2.1%,22.2%
COc1ccc(C(C(=O)NC(C)(C)C)N(C(=O)CNC(=O)c2cccs2)c2ccc(NC(C)=O)cc2)cc1OC (stereo unspecified),-1.9%,19.2%,?,7.6,-31.8%,i,0.4%,7.7%,10.9%
CCO[C@@H]1OC(C(=O)NC2CC2)=C[C@H](c2csc3ccccc23)[C@H]1CCCO,12.6%,-1.3%,-21.3%,-15.2,14.4%,i,13.1%,11.0%,-1.4%
O=C(NCCCn1ccnc1)c1ccccc1Cl,-13.2%,5.6%,1.3%,2.1,11.7%,i,1.6%,-0.6%,0.8%
Cc1occc1C(=O)N1CCN(S(=O)(=O)c2ccccc2)CC1,-4.2%,-24.0%,-4.3%,-8.3,-47.4%,i,-4.8%,1.8%,·
Cc1c(Cc2ccccc2)c(=O)[nH]c(=O)n1C,-3.4%,14.1%,-3.5%,9.8,1.7%,i,3.9%,5.7%,0.4%

# An excerpt from above in order of molecular weight, smallest number first:
SMILES,MCF10A rerep,ATXN2 expr inh,SW480 rereplic,IL-1B inflam inh,HepG2 viability,S2 tox,HT1080 IDH1KD tx,HT1080NT lethal,KB-3-1 cytotox
COc1c(F)cccc1C1=CC(=O)C[C@H](c2ccc(F)cc2)C1,·,12.9%,·,-29.7,-16.0%,i,6.6%,2.4%,8.1%
COc1ccc(C(=O)CC(=O)C(=O)Nc2ccc([N+](=O)[O-])cc2C)cc1,0.6%,-13.9%,-1.9%,-1.9,-0.7%,i,0.8%,-5.1%,0.0%
COc1ccccc1NC(=O)CCNS(=O)(=O)c1ccc2c(c1)CCN2C(C)=O,0.4%,6.3%,-22.7%,4.3,14.7%,i,18.5%,2.1%,22.2%
